UBC9 SUMO inh – inhibitors of human SUMOylation (UBC9); P63279; HTRF SUMOylation assay, SAE1/SAE2 + UBC9, in vitro; inhibition, % at 35 µM; actives 0.36% (n = 290,000); AID 2006; in the data active means inhibition above about 50%, passing the limit was not always enough; further: strong numbers were not always called active
VIM-2 inhibitor – inhibitors of Pseudomonas aeruginosa VIM-2 metallo-beta-lactamase; purified VIM-2, nitrocefin hydrolysis, epi-absorbance fluorescence; inhibition, % at 5.6 µM; actives 0.89% (n = 290,000);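 active means inhibition above the mean of all tested compounds plus 3 SD, cutoff set per screening run, cut at about 7.5% in these data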;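 further: red hydrolysis product quenches plate fluorescence so inhibitors raise well fluorescence; 0% = enzyme with DMSO and 100% = DMSO without enzyme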
IMP-1 inhibitor – blocks Pseudomonas aeruginosa IMP-1 metallo-beta-lactamase. AID 1556. purified IMP-1, nitrocefin hydrolysis, epi-absorbance fluorescence. actives 0.45% (n = 290,000). inhibition, % at 5.6 µM;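 active means inhibition above the mean plus 3 SD of all compounds in the same screening run, cut at about 4.5% in these data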;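 further: 0% = IMP-1 with DMSO and 100% = DMSO wells lacking enzyme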
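Assay system: purified recombinant IMP-1 beta-lactamase. Input: IMP-1 0.2 nM before substrate addition. Buffer or medium: Zinc- and detergent-supplemented HEPES buffer, pH 7.1. Schedule: 25 °C, 15 min preincubation, 25 min reaction. Signal: Epi-absorbance fluorescence, 480 nm excitation, 530 nm emission. Evaluation: percent inhibition from optical density relative to buffer-blank wells.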
IDE inh – inhibitors of human insulin-degrading enzyme in cells; P14735; HEK cells, FAbetaB cleavage, fluorescence polarization; inhibition, % at 5.59 µM; actives 0.41% (n = 320,000); AID 434962;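 active means percent inhibition above the average of all tested compounds plus 3 SD, set per screening campaign, cut at about 16% in these data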;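 further: IDE supplied by intact live HEK cells; FP after avidin binding of uncleaved biotin substrate so inhibition keeps polarization high; 0% = DMSO wells and 100% = 60 µM reference IDE inhibitor Ii1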
Target sequence (P14735 whole entry, looked up): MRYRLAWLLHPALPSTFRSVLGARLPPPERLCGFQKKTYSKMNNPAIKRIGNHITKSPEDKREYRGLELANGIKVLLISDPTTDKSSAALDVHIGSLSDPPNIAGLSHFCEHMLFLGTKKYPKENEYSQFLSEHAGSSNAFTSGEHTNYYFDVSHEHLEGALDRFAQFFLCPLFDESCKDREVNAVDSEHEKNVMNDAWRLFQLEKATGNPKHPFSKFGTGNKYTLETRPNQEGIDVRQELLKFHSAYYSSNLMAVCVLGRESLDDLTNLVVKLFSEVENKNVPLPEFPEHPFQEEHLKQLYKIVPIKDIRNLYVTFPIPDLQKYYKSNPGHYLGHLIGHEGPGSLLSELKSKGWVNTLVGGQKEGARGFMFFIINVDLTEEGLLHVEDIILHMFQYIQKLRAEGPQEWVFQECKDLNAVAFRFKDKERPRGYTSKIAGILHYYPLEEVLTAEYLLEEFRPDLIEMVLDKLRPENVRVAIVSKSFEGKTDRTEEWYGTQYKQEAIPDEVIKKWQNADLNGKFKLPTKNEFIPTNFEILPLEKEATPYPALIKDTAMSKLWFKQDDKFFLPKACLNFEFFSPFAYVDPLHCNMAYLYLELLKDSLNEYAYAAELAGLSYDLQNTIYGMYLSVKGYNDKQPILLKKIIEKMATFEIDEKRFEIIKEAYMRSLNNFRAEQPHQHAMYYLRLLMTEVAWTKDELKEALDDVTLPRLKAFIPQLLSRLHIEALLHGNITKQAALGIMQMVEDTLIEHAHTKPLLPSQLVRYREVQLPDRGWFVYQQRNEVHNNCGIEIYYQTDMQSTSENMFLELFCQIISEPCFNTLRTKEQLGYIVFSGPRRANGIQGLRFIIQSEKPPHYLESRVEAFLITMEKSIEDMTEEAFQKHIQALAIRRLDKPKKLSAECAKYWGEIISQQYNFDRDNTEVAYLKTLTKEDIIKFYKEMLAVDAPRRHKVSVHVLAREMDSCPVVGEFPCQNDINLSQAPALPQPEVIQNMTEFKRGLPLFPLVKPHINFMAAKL
GalR3 antag – blocks the human galanin receptor 3; O60755; HEK293 GalR3-CNG cAMP membrane potential fluorescence; galR3 body fused to GalR1 C-terminus; inhibition, % at 3 µM; actives 0.44% (n = 360,000); AID 651719;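 active means inhibition above the screen-wide average plus 3 SD, cut at about 13% in these data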;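 further: forskolin and galanin both at EC90 stimulate the cells; cAMP rise reported by CNG channel membrane potential dye signal; 0% = forskolin plus galanin with DMSO and 100% = forskolin alone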
p-CIP stab down – compounds decreasing mouse p/CIP protein stability. Q05BA5. F442A p/CIP-EGFP cells, EGFP fluorescence, 16 h. decrease of EGFP signal, % at 10 µM. actives 0.01% (n = 290,000). AID 1984;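 active means EGFP signal decrease of at least 30% at 10 µM or well 3 SD below plate mean, unless failing retest; inactive means the rest, including hits failing retest or dose response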; further: some compounds called inactive have numbers as strong as hits; many of its hits are not listed in these tables
IDE cell activ – boosts human insulin-degrading enzyme activity in HEK cells; P14735; FAbeta-B cleavage, fluorescence polarization; 0% vehicle, 100% cell-free pure enzyme wells; activation, % at 5.96 µM; actives 0.073% (n = 340,000); AID 493087;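 active means activation above the mean of all tested compounds plus 3 SD, set per screening campaign, cut at about 17% in these data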
CRFBP-R2 block – blocks CRF-induced signaling of the CRF-BP/CRF-R2 complex; inhibition, % at 11.8 µM; HEK293 CRF-R2/CRF-BP, CRF-induced calcium fluorescence; AID 588475; actives 0.59% (n = 350,000);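 active means inhibition of the ligand-induced calcium signal above about 50% at the single tested concentration, limit read from the data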
HCV NS3 hel inh – inhibitors of Hepatitis C virus NS3 helicase; inhibition, % at 10.9 µM; AID 1800; actives 0.56% (n = 290,000); NS3 helicase DNA unwinding, Cy5 molecular beacon fluorescence;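 active means inhibition above the mean of all tested compounds plus 3 SD, set per campaign, cut at about 35% in these data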;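 further: 0% = DMSO wells and 100% = thioflavine S control wells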
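Measured by: Cy5 fluorescence, 0 and 60 min reads / Assay system: NS3 helicase fragment of HCV / Control set: low DMSO, high thioflavine S at 110 µM / Times: 1 h reaction at 25 °C, ATP-initiated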
* = called active by the depositor; · = no result given.

SMILES	UBC9 SUMO inh	VIM-2 inhibitor	IMP-1 inhibitor	IDE inh	GalR3 antag	p-CIP stab down	IDE cell activ	CRFBP-R2 block	HCV NS3 hel inh
CCS(=O)(=O)NCCc1cc2ccc(C)cc2[nH]c1=O	12	4.1	0.3	8	·	3	4	-29	0
O=C(NCCN1CCOCC1)c1ccc(F)cc1	12	-3.2	-5.3	5	-6	-12	3	5	-1
CCCSc1nc(N)c(C#N)c(-c2ccc(C)cc2)c1C#N	-7	-3.2	-2.3	-1	-7	-13	-1	-17	4
CCN1C(=O)[C@H]2[C@@H](c3ccc(-c4ccc(OC)cc4)cc3)N3CCC[C@@]3(C(=O)OC)[C@H]2C1=O	·	·	·	1	2	·	0	-5	·
O=C1c2ccsc2SCCN1Cc1cccc(F)c1	18	-1.7	-2.4	0	-15	-14	-3	14	1
CCCN(C(=O)COC(=O)c1[nH]c(C)c(C(=O)OC)c1C)c1c(N)n(Cc2ccccc2)c(=O)[nH]c1=O	·	·	·	10	-5	·	0	-6	·
CCCCn1c(SCC(=O)Nc2cc(C)on2)nc2ccsc2c1=O	12	-1.4	-3.6	-5	-4	-17	4	-62	-6
CCn1cc(CNC(=O)CC2C(=O)NCCN2CC(c2ccccc2)c2ccccc2)cn1 (stereo unspecified)	6	-2.5	-2.4	2	-1	-2	2	1	1
COc1ccc(OC)c(C(=O)CSc2nnnn2C)c1	24	-3.5	-5.1	5	1	-5	4	-9	7
CN(c1ccccc1C(=O)Nc1ccc(F)c(Cl)c1)S(C)(=O)=O	32	-3.3	-3.7	1	1	-5	8	-2	7
O=[N+]([O-])c1ccc(NNS(=O)(=O)c2cc(Cl)ccc2Cl)nc1	-10	-5.5	-2.5	·	-3	-3	-1	-9	2
N#CCSc1nnc(C2CCCCC2)n1Cc1ccccc1	5	0.4	-1.4	2	-8	-10	4	4	-1

Pulled by compound from the list above (four):
SMILES	UBC9 SUMO inh	VIM-2 inhibitor	IMP-1 inhibitor	IDE inh	GalR3 antag	p-CIP stab down	IDE cell activ	CRFBP-R2 block	HCV NS3 hel inh
CN(c1ccccc1C(=O)Nc1ccc(F)c(Cl)c1)S(C)(=O)=O	32	-3.3	-3.7	1	1	-5	8	-2	7
N#CCSc1nnc(C2CCCCC2)n1Cc1ccccc1	5	0.4	-1.4	2	-8	-10	4	4	-1
O=C1c2ccsc2SCCN1Cc1cccc(F)c1	18	-1.7	-2.4	0	-15	-14	-3	14	1
O=C(NCCN1CCOCC1)c1ccc(F)cc1	12	-3.2	-5.3	5	-6	-12	3	5	-1

New compounds follow:
SMILES	UBC9 SUMO inh	VIM-2 inhibitor	IMP-1 inhibitor	IDE inh	GalR3 antag	p-CIP stab down	IDE cell activ	CRFBP-R2 block	HCV NS3 hel inh
CCOC(=O)C1=C(C)N(C)C(C)=C(C(=O)OCC)C1c1ccncc1	-3	-1.6	-1.2	5	-7	5	-1	-30	-8
O=C(CCC(=O)CCN1CCCCC1)CCN1CCCCC1	1	-0.9	-3.7	1	-2	-6	1	-3	-2
Cc1cccc(-c2nnnn2-c2cccc(C)c2)c1	22	-1.1	-3.1	1	-7	8	5	8	3
CCOc1ccc(/C=N/Nc2nc(C)cs2)c(O)c1	-8	-1.7	-1.8	·	5	6	7	-10	30
CCc1ccc2oc(=O)cc(CN3CCCCC3C)c2c1 (stereo unspecified)	-3	-3.6	-1.1	-4	-4	-16	1	14	4
O=C(c1ccncc1)N1CCN(S(=O)(=O)c2ccccc2F)CC1	·	·	·	3	4	·	1	0	·
COc1cccc(CNC(=O)c2cc(=O)[nH]c3ccc(S(=O)(=O)N4CCOCC4)cc23)c1	·	·	·	7	-4	·	1	8	·
CNC(=S)N1CCc2sccc2C1C (stereo unspecified)	2	-1.3	-0.9	12	0	4	0	-8	1
COc1ccc(CCNC(=O)CC2Nc3cc(C)c(C)cc3NC2=O)cc1OC (stereo unspecified)	0	-1.0	-2.9	9	3	-20	4	12	15
Oc1c(C=Nc2cccc3cccnc23)sc2ccccc12	-15	9.7*	-2.2	49*	-3	8	·	·	7
CS(=O)(=O)N1CCc2cc(-c3csc(NC(=O)Cc4cccs4)n3)ccc21	-8	-1.1	0.5	4	-8	-12	1	-5	-12
O=S(=O)(c1ccc(N2CCCC2)nc1)N1CCOCC1	2	-2.9	-3.7	-1	1	-8	3	-8	5
CCOc1ccc(CNn2cnnc2)cc1	6	0.3	-0.6	7	-9	-3	3	11	15
COc1ccc(S(=O)(=O)N2CCC(C(=O)NCC3CCCO3)CC2)cc1OC (stereo unspecified)	8	-1.6	-2.9	10	0	-9	·	3	-8
O=C(NCCNC(=O)c1cccc(O)c1)c1cccc(O)c1	3	-2.3	-0.2	-2	-8	-9	1	-3	-1
COc1ccc(C(=O)/C=C/Nc2ccc(S(=O)(=O)Nc3cc(OC)nc(OC)n3)cc2)c(OC)c1	7	-1.3	-0.6	-1	-9	-6	8	-16	25
COc1ccc(C2CC(C(F)(F)F)n3ncc(C(=O)NCc4cccnc4)c3N2)cc1OC (stereo unspecified)	-1	3.4	-2.2	-4	-1	-2	5	-6	7
O=C1S/C(=C/c2ccccc2F)C(=O)N1CCN=C1NS(=O)(=O)c2ccccc21	19	-2.9	-1.5	5	-7	-5	-2	-17	5
O=C(c1ccc(-c2cccc(Cl)c2)o1)N1CCN(c2ccc([N+](=O)[O-])cc2)CC1	19	-2.2	0.3	12	-10	-9	-1	23	-3
Cc1cccc(-n2c(C)c(-c3ccccc3)[nH]c2=S)c1	-6	0.9	-0.4	1	-2	-20	-4	-17	0
Fc1ccccc1Cc1noc(CN2CCN(C/C=C/c3ccccc3)CC2)n1	-7	-3.3	-1.9	4	-2	-12	-2	-5	-15
CN(Cc1ccc(OC(F)F)cc1)C(=O)C1CCN(S(=O)(=O)c2ccc3c(c2)OCCO3)CC1	·	·	·	-4	-2	·	3	-1	·
CCc1cc(=O)oc2cc(OCC(=O)OC)c(Cl)cc12	-22	-1.0	-5.9	9	-2	1	1	6	0
Cc1csc(NC(C)c2nc3cc(Cl)c(Cl)cc3n2CCCO)n1 (stereo unspecified)	·	·	·	2	0	·	4	-12	·
CCNC(=S)NNC(=O)c1ccncc1	7	-2.9	-3.4	-5	-3	0	6	9	5
Cc1cccc(C)c1NC(=O)CN(C)C(=O)c1cccc(S(=O)(=O)N2CCN(C)CC2)c1	·	·	·	-1	0	·	3	-2	·
CC(=O)C1=C(C)Nc2ncnn2C1c1cccc(OCc2ccccc2)c1 (stereo unspecified)	-7	-5.0	-5.4	0	-1	-14	8	3	7
Cc1cc(C(=O)OCC(=O)NC2CC2)ccc1[N+](=O)[O-]	·	·	·	-1	0	·	1	1	·
Cn1c(COc2ccccc2)nnc1SCc1nc2ccccc2[nH]1	-1	-2.5	-1.5	3	4	-6	6	-27	-4
CCc1[nH]nc2c1C(c1ccc(C)o1)C(C#N)=C(N)O2 (stereo unspecified)	3	1.7	-2.1	2	-2	-9	5	1	-6
CCOc1ccc(NC(=O)Nc2ccccc2SC)cc1	5	-3.1	-3.4	6	-4	-18	3	30	-13
CC(C)(C)OCC(NC(=O)C(CC(N)=O)NC(=O)OC(C)(C)C)C(=O)OC(C)(C)C (stereo unspecified)	1	0.1	-0.8	0	-4	-2	0	2	-10
O=C(COc1coc(CN2CCN(c3ccccc3)CC2)cc1=O)NC1CCCC1	·	·	·	3	-3	·	1	-9	·
Cc1cc(C)c(NC(=O)CSc2nc(=O)n(CCN3CCOCC3)c3c2CCC3)c(C)c1	·	·	·	-4	-3	·	2	10	·
CCOC(=O)CN1C(=O)C(O)=C(C(C)=O)C1c1ccccc1 (stereo unspecified)	5	2.8	-0.3	-2	0	-3	6	16	5
Cc1cc(C)c2c(c1)c1nnc(SCCN3CCCCC3)nc1n2C	-2	23*	0.6	·	-6	-6	3	2	5
CCN(C(=O)c1cc(Cl)ccc1OC)C1CCCCC1	-4	-4.0	-3.4	1	-5	-3	5	11	-4
COCc1cc(C)nc(SCC(=O)Nc2cccc3cccnc23)c1C#N	10	-3.3	-3.4	7	0	-12	3	-6	-5
COc1ccc(Cl)cc1NC(=S)NCCc1c[nH]c2ccccc12	-35	-3.7	-2.1	1	-7	7	-12	-14	-17
CC(NC(=O)C1CCCC1)C1CC2CCC1C2 (stereo unspecified)	-6	-4.3	-0.1	7	-1	-25	-2	11	-10
CC(C)Sc1nnc(NC(=O)CCc2ccccc2)s1	20	0.3	-1.7	10	-6	-9	1	-15	2
O=C(Nc1nccs1)Oc1ccccc1	0	-4.5	-1.8	0	-6	-9	-1	17	-1
COc1cc(S(=O)(=O)N2CCN(c3ccc(F)cc3)CC2)ccc1Cl	12	-3.4	-1.6	-3	-1	7	2	-1	-4
Nn1cnnc1SCC(=O)N(C1CCCCC1)C1CCCCC1	1	-4.6	-2.3	0	-2	-23	4	4	3
O=C(N/N=C/c1cc2c(c([N+](=O)[O-])c1)OCO2)c1ccncc1	1	-0.1	1.5	-1	-8	5	-1	10	6
COc1ccc(NC(=O)CS(=O)CC(=O)NC2CCCc3ccccc32)cc1 (stereo unspecified)	16	-2.5	-2.8	-3	-1	4	3	6	0
COc1ccc(NC(=O)c2nnn(CC(=O)Nc3ccc4c(c3)OCO4)c2N)cc1OC	0	-5.9	-0.8	2	-3	4	3	-13	-3
COc1ccc(NC(=O)NC23CC4(C)CC(C)(CC(C)(C4)C2)C3)cc1OC	-27	0.0	0.3	-14	0	-3	2	-18	-2
CCc1cccc(C)c1NC(=O)C1CCCO1 (stereo unspecified)	-9	-4.9	-2.2	-2	-3	3	8	24	-7
O=[N+]([O-])c1cc(S(=O)(=O)NCCc2ccccn2)ccc1Cl	·	·	·	0	-1	·	-1	11	·
COc1cc(C2Nc3ccc4ncccc4c3C3=C2C(=O)CCC3)cc(OC)c1OC (stereo unspecified)	17	0.2	-1.8	0	-1	-2	2	-1	-2
CSc1ncccc1C(=O)OCC(=O)NC1CCC(C)CC1 (stereo unspecified)	·	·	·	2	-8	·	-2	-3	·
CCCCn1c(N)c(N(CC)C(=O)C2=COCCO2)c(=O)[nH]c1=O	·	·	·	-2	-4	·	2	2	·
COc1ccc(/C(C)=N/NC(=S)NCCc2ccccc2)cc1	-25	-1.8	-0.5	8	-2	4	7	12	-15
CC(=O)C(Cc1ccccc1)NC(=O)CCl (stereo unspecified)	-8	-0.5	-2.6	-1	-2	-4	6	-8	13
O=S(=O)(NCc1ccccc1)c1ccc(NC(=S)NCc2ccco2)cc1	10	-2.4	-6.5	7	-5	-9	-2	-2	-1
COc1ccc(C2c3c(oc4ccccc4c3=O)C(=O)N2CC2CCCO2)cc1 (stereo unspecified)	20	1.1	0.1	6	-6	-18	3	-2	-1
COCCn1c(CN2CCN(C(=O)c3ccco3)CC2)nc2c1c(=O)n(C)c(=O)n2C	4	2.4	4.1	-4	3	3	6	4	15

Screens from PubChem.
